UHRF1 MBD2 ctr: UHRF1 methyl-DNA binding inhibition; Q96T88; UHRF1 binding to methylated oligo, TR-FRET; inhibition, % at 4.4 µM; 370,000 compounds, 0.75% hits; in the data active = inhibition above about 21%;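 also: UHRF1 SRA domain binding a hemimethylated CpG hairpin DNA probe; 0% = median of test compound wells and 100% = reference inhibitor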
DDE Tn6 FP inh: inhibitors of Tn6 peptide binding to human fibrin DD(E); inhibition, % at 8.3 µM; Fibrin DD(E) TRITC-Tn6 fluorescence polarization displacement; P02675; AID 720509; 370,000 compounds, 0.21% hits;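 active = inhibition above a per-campaign cutoff: mean of compounds within control limits plus 3 SD, cut at about 15% in these data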;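 also: 0% = median of all compound wells on the plate and 100% = blocking peptide control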
Target sequence (P02675 whole entry, looked up): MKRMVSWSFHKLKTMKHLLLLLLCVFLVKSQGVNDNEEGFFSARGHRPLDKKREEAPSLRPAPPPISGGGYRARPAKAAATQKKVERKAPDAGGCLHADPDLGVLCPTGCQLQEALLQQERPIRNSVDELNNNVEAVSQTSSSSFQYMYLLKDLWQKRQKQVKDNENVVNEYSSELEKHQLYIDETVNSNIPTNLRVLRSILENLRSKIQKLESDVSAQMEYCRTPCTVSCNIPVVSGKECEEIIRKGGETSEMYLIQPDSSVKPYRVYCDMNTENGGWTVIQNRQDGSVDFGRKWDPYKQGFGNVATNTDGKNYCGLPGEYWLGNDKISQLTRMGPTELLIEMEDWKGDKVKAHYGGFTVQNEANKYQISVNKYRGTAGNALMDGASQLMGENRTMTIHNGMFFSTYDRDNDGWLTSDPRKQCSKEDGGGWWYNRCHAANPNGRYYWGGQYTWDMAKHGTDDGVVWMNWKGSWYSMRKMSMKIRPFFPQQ
ASAP1 GAP inh: ASAP1 ArfGAP inhibition; ASAP1-stimulated ARF1 GTP hydrolysis, GDP FP detection; AID 624377; inhibition, % at 16.5 µM; Q9ULH1; 360,000 compounds, 0.19% hits; in the data active = inhibition above about 25%;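 also: 0% = vehicle with enzyme and substrate and 100% = no enzyme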
sPLA2-III inh: Inhibits HGIII-sPLA2 liposome hydrolysis, primary screen | Q9NZ20 | QFRET BODIPY PC-A2 liposome hydrolysis, fluorescence | inhibition, % at 12.2 µM | 370,000 compounds, 0.56% hits | AID 743126;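 active = inhibition above mean plus 3 SD of compounds lying within the high and low control bounds, cut at about 19% in these data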;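 also: 0% = median of test compound wells and 100% = no enzyme DMSO wells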
DDE Tn7 FP inh: inhibitors of Tn7 peptide binding to human fibrin DD(E); 370,000 compounds, 0.13% hits; P02675; inhibition, % at 8.3 µM; FP displacement of FITC-Tn7 peptide from fibrin DD(E); 0% = median of compound wells per plate;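 active = inhibition above the mean of compounds falling within the control limits plus 3 SD of them, cut at about 14% in these data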;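 also: 0% = plate median of compound wells and 100% = 10 µM Aha-Tn7 peptide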
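Assay system: human fibrin DD(E) protein / Input: 2 µM fibrin DD(E) / Benchmarks: high control of 10 µM Aha-Tn7 peptide / Measured by: fluorescence polarization of the labelled Tn7 tracer / Medium: Tris buffer with calcium and detergent, pH 7.8 / Timing: 10 min compound pre-incubation, 3 h probe incubation at room temperature / Repeats: one replicate per compound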
Rev-erbA mod: Rev-erb alpha (human) modulation | activity, % at 10 µM | AID 1259318 | Rev-erbα–FITC-DNA binding, fluorescence polarization, 90 min | P20393 | 370,000 compounds, 0.79% hits;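 active = activity above about 14%, limit read from the data; passing the limit was not always enough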;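 also: 0% = DMSO wells with 35 nM protein and 100% = DMSO wells with 750 nM protein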
ARFGAP1 inhibitor: inhibits rat ARF GTPase activating protein 1; Q62848; Arfgap1-stimulated ARF1 GTP hydrolysis, GDP FP detection; inhibition, % at 16.5 µM; 360,000 compounds, 0.26% hits; AID 651572;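 active = inhibition above a per-plate limit, mean inhibition of low control wells plus 3 SD, cut at about 25% in these data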;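 also: 0% = DMSO wells with enzyme and 100% = wells lacking Arfgap1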
Target sequence (Q62848 1-136 limits assumed): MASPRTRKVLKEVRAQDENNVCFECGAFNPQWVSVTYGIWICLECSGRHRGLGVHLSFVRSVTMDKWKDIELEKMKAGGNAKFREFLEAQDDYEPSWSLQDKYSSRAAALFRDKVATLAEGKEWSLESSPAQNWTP
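System: truncated rat Arfgap1 GAP domain / Benchmarks: high control wells lacking Arfgap1, low control full reaction with DMSO / Times: compound-enzyme preincubation 20 min, reaction 120 min, detection 60 min, 25 °C / Repeats: one replicate per compound / Also added: human ARF1(Δ1-17)-GTP substrate / Measured by: Tracer-displacement fluorescence polarization with EDTA stop, 620/688 nm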
PLC-beta3 inh: inhibitors of human phospholipase C beta3. Purified PLC-beta3, fluorogenic substrate, fluorescence. inhibition, % at 12.2 µM. 370,000 compounds, 0.18% hits; in the data active = inhibition above about 11%;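 also: 0% = median of compound wells on plate and 100% = full blocker control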
PLCg1 inh: inhibitors of human phospholipase C gamma1; inhibition, % at 12.2 µM; P19174; purified PLC-gamma1, fluorogenic substrate, fluorescence; 370,000 compounds, 0.84% hits; in the data active = inhibition above about 9.5%
proKLK7 act: activators of human kallikrein-7 zymogen | purified proKLK7, EDANS-DABCYL substrate fluorescence; 100% is mature enzyme control, 0% vehicle | 370,000 compounds, 0.9% hits | P49862 | activation, % at 7 µM | AID 652039;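 active = activation above the mean of all tested compounds plus 3 SD, computed per campaign excluding outliers beyond control limits, cut at about 13% in these data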
Target sequence (P49862 whole entry, looked up): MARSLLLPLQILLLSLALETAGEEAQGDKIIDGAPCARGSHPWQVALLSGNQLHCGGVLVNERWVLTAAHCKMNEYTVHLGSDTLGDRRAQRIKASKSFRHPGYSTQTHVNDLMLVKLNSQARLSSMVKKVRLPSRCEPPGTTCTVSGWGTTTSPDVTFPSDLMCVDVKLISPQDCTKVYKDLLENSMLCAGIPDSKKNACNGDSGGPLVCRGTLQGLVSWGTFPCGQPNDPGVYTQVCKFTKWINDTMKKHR
Active calls of the source: *; nt = no result given.

Below each compound: UHRF1 MBD2 ctr | DDE Tn6 FP inh | ASAP1 GAP inh | sPLA2-III inh | DDE Tn7 FP inh | Rev-erbA mod | ARFGAP1 inhibitor | PLC-beta3 inh | PLCg1 inh | proKLK7 act
O=C(NCCCN1CCCC1=O)c1ccccc1NS(=O)(=O)c1ccc(F)cc1
    3 | -2 | 12 | 6 | -6 | -1 | -1 | -2 | -9 | -0.2
Cc1ccc(C)c(NS(=O)(=O)c2cc3c4c(c2)CC(=O)N4CCC3)c1
    5 | -5 | -7 | -65 | 7 | 1 | 10 | -11 | 4 | -0.1
Cc1ccc(NC(=O)COC(=O)C2CCN(c3ccc(C(F)(F)F)cn3)CC2)cc1
    9 | 1 | 3 | -13 | 3 | 0 | 5 | -14 | -3 | -0.1
CCOC(=O)C1CCCN(C(=O)c2ccc(CNS(=O)(=O)c3ccc(C)cc3)cc2)C1 (stereo unspecified)
    2 | -3 | 4 | -8 | -2 | -6 | -11 | 7 | 2 | 0.1
Cc1nnc2c(N3CCN(C(=O)c4ccco4)CC3)nc3ccccc3n12
    1 | -14 | 1 | 11 | -3 | -1 | 15 | -8 | 0 | -0.1
CCCCCCC(=O)Nc1nc(C)c(-c2csc(Nc3cc(Cl)ccc3C)n2)s1
    -1 | 2 | 21 | 3 | 6 | -2 | 5 | -6 | -10 | 0.5
CCc1ccccc1NC(=O)N[C@H](C(=O)O)C(C)CC (stereo partly specified)
    3 | -3 | -1 | 4 | 0 | -1 | -3 | 0 | 0 | -0.3
COc1ccc(C=O)cc1COc1c(F)c(F)cc(F)c1F
    -1 | 10 | 7 | 0 | 4 | 7 | 16 | -5 | -7 | -0.8
CCOc1ccccc1N(C)S(=O)(=O)c1ccc2c(c1)N(C(C)=O)CCO2
    1 | -6 | 7 | 0 | -4 | 8 | -6 | -7 | 1 | 0.6
CC(C)CCNC(=O)c1onc(CSc2ccc(Cl)cc2)c1C(=O)NCCC(C)C
    1 | -2 | 14 | 6 | 2 | -5 | 6 | -3 | -3 | -0.9
CC(=O)Oc1ccccc1-c1nc(/C=C/c2ccccc2)no1
    -1 | -1 | -12 | 1 | -3 | -8 | 2 | 1 | 3 | -0.1
COc1ccccc1N1CCN(C(=O)c2cc(=O)c3cc(C)ccc3o2)CC1
    -1 | 2 | 4 | -7 | -10 | -1 | 5 | -3 | 4 | 0.5
COc1ccc(C)cc1S(=O)(=O)NCc1ccccn1
    0 | -2 | -4 | -1 | -4 | 1 | -2 | 6 | 8 | -0.2
COc1ccc(N(/N=C2\Sc3ccccc3C2=O)C(C)=O)cc1
    -4 | -3 | 12 | 0 | 8 | 10 | -14 | 1 | 1 | 0.6
CCOc1ccccc1N(CC(=O)Nc1ccccc1C(=O)NCc1ccco1)S(C)(=O)=O
    -4 | -12 | 11 | -9 | 1 | 0 | 2 | 1 | 0 | 0.1
COc1ccc(Cl)cc1S(=O)(=O)N1CCN=C1c1ccccc1
    1 | -4 | -14 | -5 | -1 | -5 | 7 | -5 | 1 | 0.6
CC(Oc1cc2oc(=O)c3c(c2cc1Cl)CCC3)C(=O)NCCCN1CCCC1=O (stereo unspecified)
    -2 | 9 | -11 | 2 | 0 | 1 | -4 | -31 | -18 | -0.2
O=C(c1ccccc1)c1nn(-c2cccc(Cl)c2)ccc1=O
    0 | 7 | -4 | -8 | 6 | -1 | -5 | 4 | 4 | 0.1
CCCN1Cc2cccc(C(=O)NC(C)c3cccs3)c2C1=O (stereo unspecified)
    0 | 0 | -6 | 5 | -4 | 6 | 15 | 1 | 2 | -0.1
OC(COc1ccc2cc(Br)ccc2c1)Cn1ccnc1 (stereo unspecified)
    0 | 7 | 4 | -20 | 4 | -4 | 6 | -5 | -1 | 0.5
CC(=O)c1ccc(S(=O)(=O)N2CCN(C(C)=O)CC2)cc1
    2 | 3 | 17 | 6 | -3 | 5 | 2 | -9 | -2 | -0.7
CCC/C=N/Nc1nnc(Cc2ccc(OC)c(OC)c2)c(=O)[nH]1
    -2 | 3 | -13 | -2 | 2 | -2 | 8 | -5 | 0 | -0.7
Cc1ccccc1N1CC(C(=O)Nc2nnc(SCC(=O)Nc3nccs3)s2)CC1=O (stereo unspecified)
    1 | -2 | 2 | -3 | 6 | 1 | 0 | -3 | 6 | -0.4
CCOC(=O)C1CSCCS(=O)(=O)N1Cc1cccc(F)c1 (stereo unspecified)
    18 | -3 | -10 | 8 | -4 | -2 | -2 | -3 | 0 | -0.2
COC(=O)C1=C(N)Oc2c(oc(CO)cc2=O)C1c1c(F)cccc1Cl (stereo unspecified)
    0 | 5 | 15 | -1 | -4 | -4 | 0 | -1 | 1 | 0.1
CCC1CC2CC(NC(C)=O)C1C2 (stereo unspecified)
    -3 | 1 | 5 | -6 | -3 | -1 | 0 | 1 | -1 | 0.4
CC(=O)NCC1(c2ccccc2)CCN(CCCC(=O)c2ccc(F)cc2)CC1
    1 | -2 | 6 | -7 | -7 | -2 | 6 | 4 | 1 | 0.3
COc1cccc(CNS(=O)(=O)c2cccc(S(=O)(=O)N3CCOCC3)c2)c1
    4 | 5 | -6 | -2 | 2 | 2 | -3 | -1 | -1 | 0.4
COc1ccc(C(=O)NN/C=C/C(=O)c2ccc(Br)cc2)cc1
    -4 | -6 | -3 | -3 | 4 | 3 | 6 | -11 | -6 | -0.8
CC(NCC(=O)Nc1ccccc1C(=O)NC1CC1)c1ccccc1Cl (stereo unspecified)
    -1 | 1 | -16 | 3 | -3 | -1 | -3 | -4 | -1 | 0.1
c1ccc(C2CC(c3ccccc3)n3c(nc4ccccc43)N2)cc1 (stereo unspecified)
    1 | 0 | -11 | -8 | -4 | -10 | 5 | -3 | -2 | -0.6
CC(=O)N=c1sccn1CC(O)c1ccccc1 (stereo unspecified)
    3 | 0 | 2 | 0 | -1 | -7 | 1 | 1 | 2 | 0.1
COc1ccc(NC(=S)Nc2cc(C(F)(F)F)ccc2F)cc1
    2 | 8 | -3 | 17 | -6 | -4 | 1 | 1 | 7 | 0.0
COc1ccc(CCNC(=O)C2=CC=CN3CCS(=O)(=O)N=C23)cc1
    -1 | 5 | -9 | 4 | 2 | 2 | -17 | -26 | -15 | 0.4
O=c1ccn(Cc2ccc(F)cc2)c2ccnc(C(F)(F)F)c12
    4 | 4 | -8 | -4 | -2 | 0 | -2 | 5 | 5 | 0.0
COC(=O)c1cc(-c2ccc(OC)cc2)n[nH]1
    -3 | 7 | -8 | -4 | -5 | 3 | 6 | -2 | -2 | -0.3
Cc1cnc(C(=O)OCC(=O)Nc2cc(Cl)ccc2C#N)cn1
    4 | -8 | 4 | 14 | -9 | -3 | 9 | -15 | 0 | -0.3
CC1(C)CC2CC(C)(CN2C(=O)c2cccs2)C1 (stereo unspecified)
    -1 | 2 | 8 | -1 | -8 | 15 | 1 | 2 | 1 | -0.1
O=C(CSc1nccc(=O)[nH]1)Nc1cccc2ccccc12
    -2 | -4 | 3 | 1 | -3 | -3 | 11 | -10 | -3 | -0.1
Nc1c(NCc2ccccc2)c2ccccc2oc1=O
    1 | 0 | 7 | -8 | -2 | -5 | -8 | 0 | -2 | -0.2
CN[C@H]1C[C@H]2c3cc(-c4ccccc4)ccc3CCN2C(=O)[C@H]1[C@H](C)O
    1 | 8 | -4 | -5 | 7 | -7 | -6 | -60 | -46 | -0.2
CN(Cc1ccccc1)S(=O)(=O)c1ccc(OCC(=O)Nc2cccc([N+](=O)[O-])c2)cc1
    0 | 1 | -5 | 3 | 3 | 1 | 5 | -1 | -1 | 0.2
N#Cc1nc(COc2ccc(F)cc2)oc1N1CCN(Cc2ccccc2)CC1
    2 | -10 | -6 | -10 | -3 | 3 | 3 | -4 | 6 | 0.6
Cc1ccc(-c2nnn(CC(=O)N(c3ccccc3F)C(C(=O)NC3CCCC3)c3ccncc3)n2)o1 (stereo unspecified)
    0 | -1 | 17 | 4 | -3 | 1 | 1 | -6 | 2 | 0.7
Cc1cccc(S(=O)(=O)NC(=O)C2(C)CCN2C(=O)Cc2ccc(C(C)(C)C)cc2)c1 (stereo unspecified)
    0 | 4 | -11 | -13 | 7 | -1 | 7 | -5 | 0 | 0.1
COC(=O)c1c(-c2ccccc2)csc1NC(=O)c1ccco1
    1 | -3 | -10 | -1 | -3 | 19* | 11 | -17 | -9 | -0.4
COc1cc(C(=O)N2CCN(c3ccccc3O)CC2)ccc1OCC(=O)N1CCOCC1
    -3 | -1 | 4 | -6 | -1 | 1 | -4 | -9 | -1 | 0.0
CN1CN(C)c2cccc3cccc1c23
    -3 | 4 | 4 | 3 | 6 | nt | -12 | -80 | -70 | -19
Cc1occc1C(=O)NNC(=O)c1ccccc1F
    -3 | 5 | -14 | 3 | 3 | -2 | 2 | 1 | 2 | -0.4
Cc1ccc(S(=O)(=O)N2C[C@@H](C)[C@]3(C2)[C@H](O)[C@H](OC(=O)Nc2cccs2)C[C@H]2C(=O)N(c4ccccc4)C(=O)[C@H]23)cc1
    -1 | -1 | -7 | -31 | 3 | -4 | 23 | -1 | 1 | -0.3
O=C(c1ccco1)N1CCN(C(c2ccccc2Cl)c2nnnn2Cc2ccco2)CC1 (stereo unspecified)
    -1 | 7 | -3 | -5 | 4 | -4 | -9 | -2 | -2 | 0.4
CCC(C)(C)c1nnc(NC(=O)C2CC(=O)N(CCc3ccc(F)cc3)C2)s1 (stereo unspecified)
    -2 | 7 | -4 | -8 | 2 | -1 | 1 | -8 | -2 | 0.4
COc1ccc(CCN(Cc2ccccn2)C(=S)Nc2cccc(C)c2)cc1OC
    2 | 0 | -9 | 2 | -1 | 2 | 3 | -6 | 2 | -0.1
COc1ccc(NS(=O)(=O)c2cc(NC(=O)c3ccccc3)ccc2N2CCOCC2)cc1
    -3 | 1 | 0 | 9 | 3 | -10 | 2 | -5 | 1 | -0.3
Cc1noc(C)c1C(=O)N1CCN(c2ccc(OCc3ccccc3)cc2)CC1
    7 | -3 | 5 | 0 | -8 | -3 | -1 | -6 | 0 | -0.3
COc1ccc(/C=C/C(=O)O)cc1S(=O)(=O)NC1CCS(=O)(=O)C1 (stereo unspecified)
    1 | 3 | -1 | -1 | 0 | 1 | 3 | 4 | 1 | -0.7
